High-throughput results: PubChem BioAssay, Center for Chemical Genomics, University of Michigan
Dicer processing: inhibitors of human Dicer processing of pre-microRNA; Q9UPY3; z-score at 25 µM; actives 6% (n = 47,000); cat-ELCCA pre-miR-21 Dicer processing, chemiluminescence; stronger effect = higher value; in the data active means z-score above about 3, passing the limit was not always enough;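 further: plate controls were vehicle for no effect and no enzyme for full effect; higher signal means more uncleaved substrate so more Dicer inhibition; strong numbers were not always called active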
Active calls of the source: *; & = joins results of further samples. The list is partial; the hit share may differ from the screen's.

Cc1onc(-c2c(Cl)cccc2Cl)c1NC(=O)N(C)c1ccc(Cl)cc1
  Dicer processing: 1.2

NC(N)=NC(N)=Nc1c(F)cccc1F
  Dicer processing: 1.3

COc1ccc(C2CC(=O)C3=C(C2)NC(C)=C(C(=O)OC(C)C)C3c2cccnc2)cc1 (stereo not given)
  Dicer processing: 0.39

CC1Oc2ccc(C(=O)CCC(=O)O)cc2NC1=O (stereo not given)
  Dicer processing: -0.33

CC1(C)CCC(NC(=O)[C@@H](N)CCC(=O)O)CC1
  Dicer processing: -0.72

COc1ccc(N2C(=O)CC(Sc3ncn[nH]3)C2=O)cc1OC (stereo not given)
  Dicer processing: 2.3

O=C1CC(c2nc3ccccc3n2Cc2ccc(F)cc2)CN1c1ccccc1 (stereo not given)
  Dicer processing: 5.5*

COC(=O)c1cc(C)nc(Sc2ccccc2NC(=O)c2ccccc2)n1
  Dicer processing: -2.1

CCOc1c(Br)cc(C2C(C(=O)OC)=C(C)NC3=C2C(=O)c2ccccc23)cc1OC (stereo not given)
  Dicer processing: 1.7

N#CC(CCC(=O)O)(CCC(=O)O)S(=O)(=O)c1ccccc1
  Dicer processing: -0.51

O=c1[nH]nc(Sc2ncccc2C(F)(F)F)n1C1CCCCC1
  Dicer processing: 0.42

COc1cc(NC(=O)C(c2ccccc2)C2CCCC2)cc(C(F)(F)F)c1 (stereo not given)
  Dicer processing: -0.75

Cc1ccc(/C(C#N)=C/c2cccs2)cc1
  Dicer processing: -0.6

O=c1[nH]c(-c2ccccn2)nc2c1CSCC2
  Dicer processing: -1.1

C=CCn1c(=S)sc2c(Sc3nc4ccccc4[nH]3)ncnc21
  Dicer processing: -1.7

O=C(Nc1nc2ccccc2s1)C1CC(=O)N(c2ccccc2Cl)C1 (stereo not given)
  Dicer processing: 1.8

O=c1oc(-c2cccc(C(F)(F)F)c2)nc2c(Br)cc(Br)c(F)c12
  Dicer processing: 0.24

N#Cc1nc(COc2ccccc2Cl)oc1NCCN1CCOCC1
  Dicer processing: -0.01

CC(C)N(CC#CCC1(O)c2ccccc2-c2ccccc21)CCO
  Dicer processing: 0.05

CC1(C)O[C@H]2OC[C@@H]3OC(C)(C)O[C@@H]3[C@H]2O1
  Dicer processing: 0.67

NNC(=S)Nc1cccc(Cl)c1Cl
  Dicer processing: 4.3*

Cc1ccc(-n2nnc(-c3ccc(Cl)c(Cl)c3)n2)cc1
  Dicer processing: -0.27

NC(=O)CN1CCN(C(=O)NC2CCCCC2)CC1
  Dicer processing: -0.83

C=CCOc1ccc2c(=O)c(Oc3cc(C)cc(C)c3)coc2c1
  Dicer processing: -0.67

Cc1n(CC(O)COCc2ccccc2)c2ccccc2[n+]1C (stereo not given)
  Dicer processing: -0.34

COC(=O)CN1C(=O)c2cccc3cccc1c23
  Dicer processing: 2.1

COc1ccc(S(=O)(=O)NC2CCSC2=O)cc1 (stereo not given)
  Dicer processing: 3.7*

CC(C)(C)c1[nH]nc2c1C(c1ccccc1)C(C#N)=C(N)O2 (stereo not given)
  Dicer processing: -1.8

NC(=O)c1nnn(Cc2ccc(F)cc2)c1N
  Dicer processing: -0.15

O=C1c2ccccc2C(=O)N1CN1CCN(c2ccc(C(F)(F)F)cn2)CC1
  Dicer processing: -0.97

COc1nc(-c2ccccc2)ccc1-c1noc(C(C)C)n1
  Dicer processing: 0.6

Cc1csc2ncnc(NNC(=O)c3ccc(Cl)cc3)c12
  Dicer processing: 0.4

O=C(c1ccccc1)c1ccccc1N/C=C/c1nnnn1-c1ccc(Cl)cc1
  Dicer processing: 0.1

Cc1cc(C)n2nc(-c3ccc(F)cc3)nc2n1
  Dicer processing: -0.16

CCN(CC)C(=O)N1CCN(C)CC1
  Dicer processing: 0.04

CSc1nc(-c2cccnc2)nc(N)c1C#N
  Dicer processing: 0.23

O=C(CN1C(=O)c2ccccc2S1(=O)=O)NCCSCc1ccccc1
  Dicer processing: 0.43

Cc1ccc(C2SCc3cc(C)c(C)cc3CS2)cc1
  Dicer processing: 1.1

CCCN1C(=O)C(O)(c2c(C)[nH]c3ccccc23)c2ccccc21 (stereo not given)
  Dicer processing: 2.3

CCCCc1nc(S(=O)(=O)c2ccc(C)cc2)c(N(C)C)o1
  Dicer processing: -2

CSc1n[nH]c(-c2cc(C(C)(C)C)oc2C)c1C#N
  Dicer processing: -0.56

CC1=C(C(=O)OC2CCCCC2)C(c2cccnc2)C2=C(CC(C)(C)CC2=O)N1 (stereo not given)
  Dicer processing: 1.2

COc1ccc(C2CC(=O)C3=C(C2)NC(C)=C(C(=O)OC(C)C)C3c2ccc(O)c(OC)c2)cc1 (stereo not given)
  Dicer processing: 5.9

Cc1nc(-c2ccccc2)c(-c2ccccc2)[nH]1
  Dicer processing: 0.58

C=C1SC(Nc2cc(Cl)cc(Cl)c2)=NC1(CC)CC
  Dicer processing: 0.85

Individual results from the results shown.
Cc1onc(-c2c(Cl)cccc2Cl)c1NC(=O)N(C)c1ccc(Cl)cc1 | Dicer processing: 1.2
O=C1c2ccccc2C(=O)N1CN1CCN(c2ccc(C(F)(F)F)cn2)CC1 | Dicer processing: -0.97
CSc1nc(-c2cccnc2)nc(N)c1C#N | Dicer processing: 0.23
NC(=O)CN1CCN(C(=O)NC2CCCCC2)CC1 | Dicer processing: -0.83
C=C1SC(Nc2cc(Cl)cc(Cl)c2)=NC1(CC)CC | Dicer processing: 0.85
COc1ccc(S(=O)(=O)NC2CCSC2=O)cc1 (stereo not given) | Dicer processing: 3.7*
O=c1[nH]nc(Sc2ncccc2C(F)(F)F)n1C1CCCCC1 | Dicer processing: 0.42

(listing goes on)
Cc1ccc(S(=O)(=O)Nc2ccc3ncccc3c2)cc1
  Dicer processing: 0.32

CCOC(=O)Nc1ccc(S(=O)(=O)Nc2nc(C)cc(C)n2)cc1
  Dicer processing: 2

O=c1oc2cc(S(=O)(=O)N3CCCC3)ccc2c2ccc(S(=O)(=O)N3CCCC3)cc12
  Dicer processing: 3.5*

CN(C)Cc1c(O)ccc2c(=O)c(-c3ccc(Cl)cc3)coc12
  Dicer processing: 0.73

Cn1c(=O)c(NCCO)c2c3c(cccc31)C(=O)c1ccccc1-2
  Dicer processing: -0.18

Cc1ccc2c(c1)C(O)(CC(=O)c1ccc3c(c1)CCCC3)C(=O)N2 (stereo not given)
  Dicer processing: 0.02

CCOC(=O)c1nnn(-c2nonc2N)c1-c1ccc(Cl)cc1
  Dicer processing: 0.63

CCOC(=O)Cc1csc(-c2ncc(C(F)(F)F)cc2OCC)n1
  Dicer processing: 0.44

O=C(O)CCC(=O)N(Cc1ccco1)C1CC(=O)N(c2ccc(Cl)cc2)C1=O (stereo not given)
  Dicer processing: -1.4

CCOC(=O)/C(C#N)=C1\SC=C(c2ccccc2)N1c1c(C)cccc1C
  Dicer processing: 2.8

O=C(Nc1ccncc1)c1cc(-c2ccc(Cl)cc2)oc1C(F)(F)F
  Dicer processing: 1.6

COc1cccc(CC(=O)NC2CCN(c3nccc(C(F)(F)F)n3)CC2)c1
  Dicer processing: -0.78

CC1=CC(C)(C)Nc2ccc(OC(=O)c3cccnc3)cc21
  Dicer processing: 2

Cc1cccc(C)c1C(=O)NC(=O)Nc1c(F)cc(F)cc1F
  Dicer processing: 56*

CCCc1nnc(NC(=O)C(CC)Sc2nnnn2-c2ccccc2)s1 (stereo not given)
  Dicer processing: 1.2

4 entries drawn at random from those above:
COc1cccc(CC(=O)NC2CCN(c3nccc(C(F)(F)F)n3)CC2)c1
  Dicer processing: -0.78

CN(C)Cc1c(O)ccc2c(=O)c(-c3ccc(Cl)cc3)coc12
  Dicer processing: 0.73

O=C(Nc1ccncc1)c1cc(-c2ccc(Cl)cc2)oc1C(F)(F)F
  Dicer processing: 1.6

O=c1oc2cc(S(=O)(=O)N3CCCC3)ccc2c2ccc(S(=O)(=O)N3CCCC3)cc12
  Dicer processing: 3.5*

Carrying on:
C/C(=N\OC(=O)c1cccs1)c1cc(C(C)(C)C)cc2c1CCC2(C)C
  Dicer processing: -1.1

COc1cc(CC/C(C)=N\O)ccc1OCc1ccc(Cl)cc1Cl
  Dicer processing: -1.4

O=C(O)/C=C/C(=O)NCCNc1ccc(C(F)(F)F)cn1
  Dicer processing: -0.93

COc1ccc(OC)c(NC(=O)CSc2nc3ccccc3nc2N2CCCC2)c1
  Dicer processing: 1.4

COC(=O)c1cc(OC)ccc1Oc1cccc(OC)c1
  Dicer processing: -1.2

Cc1n[nH]c(C)c1CCCCCOc1ccccc1
  Dicer processing: 0.99

CC1=NN(C(=O)C2CC2)C(=O)C1Cc1ccc(F)cc1 (stereo not given)
  Dicer processing: -3.5

Cc1ccc(-c2cc(Cc3cccs3)c(=O)[nH]n2)cc1
  Dicer processing: 16

S=C(NNc1ccccc1)Nc1ccccc1Cl
  Dicer processing: -0.5

CCc1cc2c(cc1C(=O)CSc1ncccc1C(=O)O)C(C)(C)CCC2(C)C
  Dicer processing: 0.7

O=c1cc(O)n(Cc2ccco2)c(=S)[nH]1
  Dicer processing: 11

CCc1c(O)c(Cc2ccccc2)c(=O)n(-c2nccs2)c1-c1ccccc1
  Dicer processing: -0.71

c1ccc(CN2CCN(C3CCN(Cc4ccccn4)CC3)CC2)cc1
  Dicer processing: 1.2

Clc1cc(Cl)cc(Oc2nc(-c3ccccc3)ns2)c1
  Dicer processing: 2.3

Cn1nc(C(=O)Nc2ccccc2)c(Br)c1C(=O)Nc1ccccc1
  Dicer processing: 0.6

Sorted by molar mass (low to high): some entries from above
NNC(=S)Nc1cccc(Cl)c1Cl
  Dicer processing: 4.3*

CC1(C)CCC(NC(=O)[C@@H](N)CCC(=O)O)CC1
  Dicer processing: -0.72

COC(=O)c1cc(OC)ccc1Oc1cccc(OC)c1
  Dicer processing: -1.2

C=CCOc1ccc2c(=O)c(Oc3cc(C)cc(C)c3)coc2c1
  Dicer processing: -0.67

Further compounds follow:
SMILES | Dicer processing
CC(=O)Nc1ccc(S(=O)(=O)C[N+](=O)[O-])cc1 | -0.65
Cc1cn([C@H]2C[C@@H](N=[N+]=[N-])[C@@H](CO)O2)c(=O)[nH]c1=O | 2.5
CN1CCc2c(sc3c2C(=O)NC(c2ccc(OC(=O)c4cccs4)cc2)N3)C1 (stereo not given) | -1.1
CCOC(=O)Cn1c(NCc2ccccc2)nc2c1c(=O)n(C)c(=O)n2C | -0.41
CN(C)c1ccc(C2C=C(c3ccccc3)Nc3ncnn32)cc1 (stereo not given) | 2.6
O=C1CC(c2ccc(Cl)cc2)CC2=C1C(c1cccs1)n1c(nc3ccccc31)N2 (stereo not given) | 0.27
Cc1ccccc1-n1nnnc1-c1ccccc1 | 1.1
O=C(Cn1cc(-c2ccccc2)nc1SCc1ccccc1)c1ccccc1 | -2.1
O=C(O)CNC(=O)c1ccc(Br)cc1 | 0.52
O=C1NC2=C(C(=O)c3ccccc32)C(c2ccc([N+](=O)[O-])cc2)S1 (stereo not given) | -0.39
COC(=O)c1sc(N2CCCC2)c(C#N)c1-c1cccs1 | -2.2
Nc1cc(-c2ccc(Cl)cc2)nc(N)n1 | 0.31
O=C(c1ccccc1)C1CN(Cc2ccccc2)CCC1(O)c1ccccc1 (stereo not given) | -1.1
COc1ccc(OC)c(C2C(C(=O)OC(C)C)=C(C)NC3=C2C(=O)CCC3)c1 (stereo not given) | -0.27
NC(N)=[N+]1CCc2ccccc2C1 | 2.1
COc1ccc(C2CC(=O)C3=C(C2)Nc2ccccc2NC3c2ccc(SC)cc2)cc1OC (stereo not given) | 5.2*
Cc1cc(NC(=O)N(CCC#N)Cc2ccccc2)c(C(F)(F)F)o1 | -2.8
COc1ccc(C)cc1C(=O)C1CC(C(=O)O)C(C)(C)C1C (stereo not given) | 0.48
Cc1nn(CC(=O)N/N=C/c2ccccc2Cl)c(C)c1Br | -1
O=C(O)CSC(CC(=O)c1ccc(Cl)cc1)c1ccc(Cl)c(Cl)c1 (stereo not given) | 1.4
CCOC(=O)/C(=N\Nc1ccccc1)c1csc(N)n1 | 0.02
COc1ccc(C(=O)C[n+]2cc(-c3ccc(OC)cc3)n3c2CCCCC3)cc1 | -1.4
N=C(N)c1ccc(C(F)(F)F)cc1 | -1.4
CCOC(=O)c1csc(N/N=C/c2ccccc2Cl)n1 | 2.2
CC1(C)CC(=O)C2=C(C1)Nc1ccccc1N(C(=O)C1CC1)C2c1ccco1 (stereo not given) | -0.05
Cc1[nH]n2c(=O)cc(-c3ccccc3)nc2c1-c1ccccc1 | 2.6
Cc1ccccc1CSc1nc2c(c(=O)n(C)c(=O)n2C)n1C | 5.2*
Nc1cccc(-c2nc3ncccc3o2)c1 | -0.27
C(=NC1CCCCCCCCCCC1)c1ccco1 | 0.65
Cc1c(Cc2ccc(Cl)cc2)c(NCCCn2ccnc2)n2c(nc3ccccc32)c1C#N | 4.4*

(further entries)
SMILES | Dicer processing
CC(C)(C)OC(=O)C(C)(C)Sc1ccc(Cl)cc1 | 0.42
COc1ccc(Cc2nnc(SCc3ccc(Br)cc3)o2)cc1 | 1.8
O=C1CN(S(=O)(=O)c2ccc([N+](=O)[O-])cc2)CC(=O)N1 | -2
Cc1csc2sc(-c3ccnc(SCC(=O)Nc4ccc(Cl)cc4Cl)n3)c(C)c12 | -0.26
CSc1ncc(-c2nnc(SCc3ccccc3)n2C)n1C | -1.9
CC1=C(C(=O)OCc2ccccc2)C(c2ccc3c(c2)OCO3)C2=C(CC(c3cccs3)CC2=O)N1 (stereo not given) | 3.6*
COc1ccc2nc(Nc3nc4ccccc4c(=O)[nH]3)nc(C)c2c1 | -0.94&-0.09
CN(C)C(=S)NCc1cccs1 | -0.61
COCn1c(-c2ccc(OC)cc2)nc2ccccc21 | -0.16
